S3 lipid droplet: qHTS Assay for Lipid Storage Modulators in Drosophila S3 Cells; Drosophila S3 cells, BODIPY lipid droplet fluorescence, 18-24 h; cells fed with added oleic acid; lipid storage change, negative = inhibition, % at the top dose, mostly 46.1 µM; hits show Potency in µM; 0.64% of 320,000 active; AID 2685; active = well fitted inhibition curve with a large enough effect in the signal ratio, with a control signal flat, not every such curve was filed as active; inconclusive = small, poorly fitted or top-dose-only effect, or effect the other way, or a change in a side signal; the % refers to the signal ratio
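Drosophila S3 cells loaded with oleic acid (400 uM, as added) and compounds at several concentrations; lipid droplets imaged by 488-nm laser-scanning cytometry, 500–530 nm intensity and object ratio to cell channel. Percent activity normalized to 20 uM Triacsin C.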
S3 lipid droplet cell count max: recorded beside S3 lipid droplet, whose call it bears; cell number change, %; measured here: cell count max response;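 cells counted by Cell Tracker Red CMTPX staining in the red channel; peak over a dose series mostly up to 46.1 µM; percent activity relative to internal control wells on each plate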
* = called active by the depositor; i = inactive; u = inconclusive; x = no result given; & = joins results of further samples. % is scaled to controls: 0 for no effect and ±100 for the full control effect; potency is read from the fitted curve at half-maximal effect. This is a subset; count on the stated rates, not on these rows.

SMILES	S3 lipid droplet cell count max	S3 lipid droplet
c1ccc(C2Nc3ccccc3C3OCCCC23)cc1 (stereo unspecified)	x	u
C=CCc1c(C)nc(C)nc1N/N=C/c1ccc(N(C)C)cc1	x	u
Cc1cc(C)cc(N(CC(=O)Nc2ccc(C(F)(F)F)cc2)S(=O)(=O)c2c(C)[nH]c(=O)[nH]c2=O)c1	x	u
Cc1ccc(-n2cc(CNCC3CC(=O)N(C4CC4)C3)c(-c3cccc(C)c3)n2)cc1 (stereo unspecified)	-11	-6%
CCCn1c(SCc2nc(N)nc(N3CCCCC3)n2)nc2c1c(=O)n(C)c(=O)n2C	x	u
O=C(N/N=C/c1cccc(C(F)(F)F)c1)C1CCN(c2ncc(C(F)(F)F)cc2Cl)CC1	10	-8%
Cn1nc(-c2ccccc2)c(CN2CCN(c3ncccn3)CC2)c1Cl	-3	-2%
COc1ccc(OC)c(-c2csc(NC(=O)C3CSC4(C)CCC(=O)N34)n2)c1 (stereo unspecified)	x	24%
CCCCn1c(N)c(N(CCOC)C(=O)COc2ccc(C(C)=O)cc2)c(=O)[nH]c1=O	x	u
COc1ccc(Cc2nnc(NC(=O)C(C)C)s2)cc1	x	u
COc1cc(O)cc(O)c1C(=O)/C=C/c1ccccc1	-16	-21%
CCOc1ccc(CCNC(=O)CS(=O)Cc2nc(-c3ccccc3C)oc2C)cc1OCC (stereo unspecified)	x	u
O=C(CCN1CCOCC1)N1CCCC(Nc2ccc(F)cc2)C1 (stereo unspecified)	x	27%
CO/N=C/c1ccc(N2CCN(C(=O)c3ccc(Cl)cc3Cl)CC2)c([N+](=O)[O-])c1	x	u
Cc1ccc(S(=O)(=O)NNC(=O)Nc2cccc(F)c2)c(C)c1	20	25%
CC(=O)N(CCCCN1C(=O)c2ccccc2C1=O)c1ccc(C)cc1	x	i
O=C(c1ccc(OC2CCN(CCc3ccccc3)CC2)cc1)N1CCCC(O)C1 (stereo unspecified)	x	-8%
O=C(NC(Cc1ccccc1)C(=O)NCc1ccccn1)c1ccco1 (stereo unspecified)	-1	-8%
O=C(COC(=O)c1cccc(O)c1)Nc1nnc(-c2ccccc2)o1	x	u
CCC(=O)Nc1nc2nc(-c3ccccc3)cc(-c3ccccc3)n2n1	x	u

An excerpt of these results, with two lines to a compound:
Under each structure: S3 lipid droplet cell count max, S3 lipid droplet
Cc1ccc(-n2cc(CNCC3CC(=O)N(C4CC4)C3)c(-c3cccc(C)c3)n2)cc1 (stereo unspecified)
    -11, -6%
COc1ccc(Cc2nnc(NC(=O)C(C)C)s2)cc1
    x, u
COc1cc(O)cc(O)c1C(=O)/C=C/c1ccccc1
    -16, -21%

Following part.
SMILES	S3 lipid droplet cell count max	S3 lipid droplet
Cc1ccc(CCNC(=O)CCNS(=O)(=O)c2ccc3c(c2)c(=O)n(C)c(=O)n3C)cc1	x	u
O=C(c1ccc(COc2ccc3ccccc3c2)o1)N1N=C(C(F)F)CC1(O)C(F)F (stereo unspecified)	x	u
O=C(COC(=O)C(O)C(O)C(=O)OCC(=O)c1ccc(C(F)(F)F)cc1)c1ccc(C(F)(F)F)cc1 (stereo unspecified)	-9	5%
CCSc1nnc(-c2ccccc2SC)o1	x	u
CCCCn1c(Cl)nc2c1c(=O)n(C)c(=O)n2C	1	-16%
Cc1cccnc1NC(=O)c1ccc([N+](=O)[O-])o1	x	u
COc1ccc(/C=C2\SC(=S)N(NC(=O)c3ccncc3)C2=O)cc1OC	x	u
Cc1ccnc(SCC(=O)c2cc3ccccc3o2)n1	x	u
COc1ccc(OC)c(C2C(C(=O)N(C)C)=C(C)Nc3nc4ccccc4n32)c1 (stereo unspecified)	2	i
O=C(CCCCn1c(=O)c2ccccc2n(Cc2ccc(Cl)cc2)c1=O)NCc1ccco1	x	u
Cc1ccc(C(=O)NCC(=O)OCCCOC(=O)CNC(=O)c2ccc(C)c(C)c2)cc1C	x	u
CCc1noc(C)c1C(=O)Nc1cc(Cl)ccc1-n1cncn1	x	u
Cc1csc(NC(=O)CCNC(=O)c2ccc([N+](=O)[O-])cc2)n1	-1	2%
S=C(NCCc1ccccc1)Nc1ccc(Br)cc1	x	u
CCN(CC(=O)NCCc1ccccc1)S(=O)(=O)c1ccc(Br)cc1	x	i
CC(=O)Nc1ccc(C(=O)Nc2nc(-c3cccnc3)cs2)cc1	13	12%
CCC(C)N(C(=O)COC(=O)C1CCN(S(=O)(=O)c2ccc(C)c(C)c2)CC1)C1CCS(=O)(=O)C1 (stereo unspecified)	10	10%
COc1ccc(NC(=O)CN(C)C(=O)c2cccc(S(=O)(=O)Nc3ccc(F)cc3)c2)cc1	x	u
CC(C)c1ccc(S(=O)(=O)N2CCN(C(=O)C3CCCCC3)CC2)cc1	x	u
COCCOC(=O)C1=C(N)OC2=C(C(=O)CC(C)(C)C2)C1c1ccncc1 (stereo unspecified)	9	-6%

Among those listed so far, 2 contain an NH in an aromatic ring:
SMILES	S3 lipid droplet cell count max	S3 lipid droplet
Cc1cc(C)cc(N(CC(=O)Nc2ccc(C(F)(F)F)cc2)S(=O)(=O)c2c(C)[nH]c(=O)[nH]c2=O)c1	x	u
CCCCn1c(N)c(N(CCOC)C(=O)COc2ccc(C(C)=O)cc2)c(=O)[nH]c1=O	x	u

New compounds follow:
SMILES	S3 lipid droplet cell count max	S3 lipid droplet
O=S(=O)(c1cccc2cccnc12)N1CCOCC1	x	u
COc1ccc([N+](=O)[O-])c(S(=O)(=O)c2ccccc2)n1	x	u
COc1ccc(Br)cc1-c1nc(C)c(C(C)=O)n1O	x	u
COc1ccc(CCN2CC(C(=O)OC(C)C(=O)Nc3cccc(Cl)c3)CC2=O)cc1OC (stereo unspecified)	x	u
Cc1ccc(CNC(=O)CN(C(=O)C2(C)CC(=O)N=C3C=CC=CN32)c2ccc(F)cc2)cc1 (stereo unspecified)	x	u
O=c1c2ccccc2nc(/C=C/c2ccc([N+](=O)[O-])o2)n1CCCO	x	u
Cc1oc2c(C)c3oc(=O)c(CCC(=O)N[C@@H](CC(C)C)C(=O)O)c(C)c3cc2c1C	4	-2%
NS(=O)(=O)c1cc(C(=O)NCC2CCCCC2)ccc1Cl	x	u
O=C1C=C(c2ccc3ncccc3c2)C[C@@H](c2ccc(Cl)cc2)C1	x	u
COc1ccc(CN(CCC(c2ccccc2)C2CCOC(C)(C)C2)C(C)=O)cc1 (stereo unspecified)	x	9%
Cc1ccccc1NS(=O)(=O)c1nnc(NC(=O)CC(C)C)s1	x	u
CCOC(=O)c1cnn(-c2cc(C)nc3c(-c4ccc(Cl)cc4)c(C)nn23)c1N	-1	-7%
CCOC(=O)C1CSC2(CCC(c3ccccc3)CC2)N1 (stereo unspecified)	x	u
Fc1ccccc1N=C1NN=C(c2ccccc2)CS1	x	u
O=C(NCc1cccs1)C1CCCN1C(=O)Nc1ccc(F)cc1 (stereo unspecified)	2	-3%
Cc1[nH]n2cnnc2c(=O)c1Br	x	u
Cc1cccc(C(=O)Nc2ccc(C(=O)N/N=C/c3ccc(C)o3)cc2)c1	5	i
COC(=O)c1c(-c2ccncc2)csc1NC(=O)c1ccoc1C	x	u
Cc1cccc(C)c1OCC(=O)N/N=C/c1ccc2c(c1)OCO2	x	u
O=C(NCCCn1cccn1)c1cc(COc2ccc(F)cc2Cl)on1	6	4%

Following part.
SMILES	S3 lipid droplet cell count max	S3 lipid droplet
CC(=O)Oc1ccc2c(=O)oc(-c3ccc([N+](=O)[O-])cc3)nc2c1	-3	-7%
Oc1ccc(Cl)cc1-c1cc(-c2ccccc2)n[nH]1	-11	-10%
NS(=O)(=O)c1ccc(NC(=S)N2CCC(O)CC2)cc1	3	-2%
CCC(=O)Nc1nc2ccccc2n1CCN(CC)CC	x	-4%
COC(=O)c1cn(CC(=O)NCc2ccco2)c2ccccc12	x	u
Cc1nc(N2CCOCC2)[nH]c(=O)c1CCC(C)C	x	u
CCOC(=O)Nc1cc(C(=O)OCC)c(C)nc1C	-9	16%
O=C(O)CCCC(=O)Nc1ccc(Oc2ncnc3cc(Cl)ccc23)nc1	15	11%
CCOc1ccc(S(=O)(=O)c2c[nH]c3ccc(C)cc3c2=O)cc1	x	u
CC(NC(=O)c1ccco1)c1nc(-c2ccc(Cl)cc2)no1 (stereo unspecified)	x	i
CC1(C)C2CCC1(C)C(OC(=O)CNc1ccccc1)C2 (stereo unspecified)	x	u
CCn1c(C)cc(C(=O)CSc2nnnn2C2CCCC2)c1C	x	u
COc1ccc2nc(SCC(=O)NC3CCCc4ccccc43)[nH]c2c1 (stereo unspecified)	x	u
C=CCNC(=O)CN1CCC(c2nc3cc(C)c(C)cc3[nH]2)CC1	x	u
CC(NC(=O)C(=O)N1CCOCC1)C(c1cccs1)N1CCN(c2ccccc2F)CC1 (stereo unspecified)	x	u
O=C(Oc1ccc(/C=N/NC(=O)c2ccccc2O)cc1)c1ccccc1	x	u
CCc1cccc(NC(=O)C2CCCN2S(=O)(=O)c2ccc3c(c2)CC(C)N3C(C)=O)c1 (stereo unspecified)	x	u
Cc1cccc(NC(=O)c2ccc(NCCc3ccccc3)c([N+](=O)[O-])c2)c1	11*	16µM*
Cc1ccc(NC(=O)c2nc[nH]c2C(=O)N[C@H](C)c2ccccc2)cc1	x	u
NC(=O)c1ccc(-n2nc(C(F)(F)F)c3c2CCCC3)cc1	x	-9%

Grouped by structure: the entries above containing a CF3 group (four)
SMILES	S3 lipid droplet cell count max	S3 lipid droplet
Cc1cc(C)cc(N(CC(=O)Nc2ccc(C(F)(F)F)cc2)S(=O)(=O)c2c(C)[nH]c(=O)[nH]c2=O)c1	x	u
O=C(N/N=C/c1cccc(C(F)(F)F)c1)C1CCN(c2ncc(C(F)(F)F)cc2Cl)CC1	10	-8%
O=C(COC(=O)C(O)C(O)C(=O)OCC(=O)c1ccc(C(F)(F)F)cc1)c1ccc(C(F)(F)F)cc1 (stereo unspecified)	-9	5%
NC(=O)c1ccc(-n2nc(C(F)(F)F)c3c2CCCC3)cc1	x	-9%

The results go on:
SMILES	S3 lipid droplet cell count max	S3 lipid droplet
COc1cc(C(=O)NCC(=O)NCC2COc3ccccc3O2)cc(OC)c1OC (stereo unspecified)	11	-16%
N#Cc1cccc(NC(=O)COC(=O)c2ccc3c(=O)n4c(nc3c2)CCC4)c1	x	u
COc1ccc(CN(C(=O)c2cccs2)c2nccs2)cc1OC	x	i
CCc1nn(CCCN2CCN(c3cccc(Cl)c3)CC2)c(=O)n1CCOc1ccccc1	18&-15	-11%
COc1ccc(C)cc1Nc1nc(C)nc2c1oc1ccccc12	-15	9%
COc1ccc(C(=O)NCC2(c3ccc(OC)c(OC)c3)CCCC2)c(OC)c1	x	u
CC(C)CC(=O)Nc1cccc(-c2nc3ccccc3o2)c1	x	u
COc1ccc(NC(=O)/C=C/c2cccc(Br)c2)cn1	x	u
CC1CCC(C(C)C)C(OC(=O)C[n+]2cc(-c3ccc(Cl)cc3)n3c2CCC3)C1 (stereo unspecified)	x	u
CN(C)C(=O)c1cc2cc(Br)ccc2s1	x	u
CCn1c(CNC(=O)c2ccccc2F)nnc1SCC(=O)Nc1nncs1	x	u
CCCS(=O)(=O)N1CCN(Cc2ccc([N+](=O)[O-])cc2)CC1	3	17%
CC(C)c1nc2sc3c(SCC(N)=O)ncnc3c2c2c1CCC2	-5	-10%
OCCC1CN(Cc2cc(F)ccc2F)CCN1CCCc1ccccc1 (stereo unspecified)	10	9%
NC(=O)CC(NC(=O)c1ccccc1)c1ccc(N2CCc3ccccc3C2)c([N+](=O)[O-])c1 (stereo unspecified)	x	u
CCCCN1C(=O)C2(OCCCO2)c2cccc(C)c21	17	-4%
CCOc1ccc(Nc2oc(-c3ccc(Cl)cc3)nc2C#N)cc1	-13	8%
COc1ccc(N2C(=O)CC(Nc3ccc(C)cc3)C2=O)cc1 (stereo unspecified)	x	u
CCOC(=O)c1ccc(NC(=O)CCCN2C(=O)NC3(CCCC3)C2=O)cc1	x	u
COc1ccc(NC(=O)c2nc[nH]c2C(=O)NCc2ccccc2)cc1	x	u

(cont.)
SMILES	S3 lipid droplet cell count max	S3 lipid droplet
Cc1nn(CC(=O)Nc2sc3c(c2C#N)CCC(C(C)(C)C)C3)c(C)c1[N+](=O)[O-] (stereo unspecified)	x	u
O=C(O)c1ccn2c(C(=O)c3ccccc3)c(-c3ccccc3)cc2c1	3	-13%
CCCCOP(=O)(c1ccc(N(C)C)cc1)C(O)c1cc(OC)c(OC)c(OC)c1 (stereo unspecified)	x	u
S=C(Nc1ccccc1)Nc1ccc(OCc2ccc(Cl)cc2Cl)cc1	x	11%
CN1CCN(C(=O)c2cnn(-c3ccccc3)c2NC(=O)c2ccccc2Cl)CC1	x	u
CO/N=C\c1cc(C(=O)c2ccc(Cl)cc2Cl)cn1C	x	u
CN(c1ccc(OCc2nnc(-c3ccccc3)o2)cc1)S(=O)(=O)c1ccccc1	-9	i
O=C(CCN1CCCCO1)N1CCCC(Nc2ccc(F)cc2)C1 (stereo unspecified)	-22	i
COc1ccc(CC(=O)NCc2nnc(SCC(=O)Nc3ncc(C)s3)n2C)cc1	x	u
COc1cccc(Cn2nnc(C(=O)NCCc3ccc(Cl)cc3)c2N)c1	x	u
CCOc1cc(C2NC(=O)NC(O)(C(F)(F)F)C2C(=O)c2ccc(Cl)cc2)ccc1O (stereo unspecified)	-3	7%
Cc1ccc(S(=O)(=O)/N=C(\Sc2ccccc2)c2ccccc2)cc1	x	u
Cc1ccc(Cl)cc1NC(=O)c1ccc(Cn2cc(Cl)cn2)cc1	x	u
CCOC(=O)C1CCN(C(=O)c2cc(COc3ccc(OC)c4ccccc34)on2)CC1	0	-11%
